PABP1 MLLE inh: blocks PAM2 peptide binding to the PABP1 MLLE domain. P11940. GST-MLLE / FITC-PAM2 fluorescence polarization. inhibition, % at 20 µM. actives 0.36% (n = 360,000); in the data active means inhibition above about 35%, passing the limit was not always enough;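 further: plate controls were DMSO wells with GST-MLLE for no effect and wells lacking GST-MLLE protein for full effect; some results filed as inactive read as strong as hits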
Target sequence (P11940 whole entry, looked up, the tested form may be a part): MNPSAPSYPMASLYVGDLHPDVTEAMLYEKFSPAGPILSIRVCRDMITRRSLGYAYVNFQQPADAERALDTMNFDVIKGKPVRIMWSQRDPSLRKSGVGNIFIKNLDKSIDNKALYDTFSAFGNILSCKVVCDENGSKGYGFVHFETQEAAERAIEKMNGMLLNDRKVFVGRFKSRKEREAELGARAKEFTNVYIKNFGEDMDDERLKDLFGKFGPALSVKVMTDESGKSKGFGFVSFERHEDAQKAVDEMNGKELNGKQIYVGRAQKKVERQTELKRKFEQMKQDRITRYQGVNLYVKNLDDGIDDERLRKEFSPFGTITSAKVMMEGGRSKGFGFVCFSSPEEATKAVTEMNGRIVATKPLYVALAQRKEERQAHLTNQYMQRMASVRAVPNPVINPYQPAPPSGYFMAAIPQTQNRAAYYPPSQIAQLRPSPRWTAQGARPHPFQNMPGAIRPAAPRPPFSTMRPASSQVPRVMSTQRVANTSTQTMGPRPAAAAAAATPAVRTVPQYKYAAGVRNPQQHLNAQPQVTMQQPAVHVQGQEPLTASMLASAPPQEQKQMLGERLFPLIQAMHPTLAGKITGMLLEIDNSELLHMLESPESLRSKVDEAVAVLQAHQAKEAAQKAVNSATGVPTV
STEP block: STEP (human) phosphatase inhibition. P54829. recombinant STEP, OMFP fluorogenic substrate, fluorescence. inhibition, % at 20 µM. actives 0.25% (n = 360,000). AID 588621;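 active means inhibition at 20 µM, scaled per plate between control wells, above about 37%, limit read from the data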;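 further: 0% = DMSO with enzyme and substrate and 100% = substrate only without enzyme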
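Assay system: isolated STEP enzyme. Buffer or medium: pH 6.0 Bis-Tris with DTT and Tween 20. Also added: fluorogenic phosphatase substrate OMFP at 25 µM final. Dosing: 20 µM, 1% DMSO. Timing: 20 min reaction, room temperature, in the dark. Measured by: fluorescence intensity, excitation 480 nm, emission 540 nm. Evaluation: normalized % inhibition.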
NadD block: inhibitors of Staphylococcus aureus NadD | purified NadD enzyme, colorimetric absorbance read-out | inhibition, % at 20 µM | actives 0.78% (n = 360,000) | AID 602399; in the data active means inhibition above about 26%; further: some compounds past the cut are filed as inactive
DNMT1 block: inhibitors of human DNMT1 | P26358 | DNMT1 molecular beacon, Hinp1I cleavage, fluorescence | inhibition (reported as % activation of signal), % at 10 µM | actives 0.83% (n = 360,000) | AID 588458; in the data active means inhibition above about 50%
Tb MetRS inh: Trypanosoma brucei MetRS inhibition; purified T. brucei MetRS, ATP depletion, Kinase-Glo luminescence; inhibition, % at 11.9 µM; actives 0.4% (n = 360,000);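 active means inhibition above a per-plate cutoff of the control wells' mean inhibition plus 3 SD, cut at about 5.5% in these data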;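 further: 0% = DMSO wells median and 100% = median of wells with control inhibitor compound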
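Material – parasite MetRS enzyme · Medium – HEPES-MgCl2-KCl buffer plus DTT, spermine, BSA, pyrophosphatase · Reagent – ATP, methionine and E. coli bulk tRNA substrates · Times – 15 min enzyme-compound preincubation, 2 h reaction, 10 min detection, 25 °C · Measured by – luminescence of leftover ATP · Evaluation – percent inhibition relative to median high and low control wells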
SUMO1-SIM PPI: alters human SUMO1 binding to SIM partners; actives 0.33% (n = 360,000); SUMO1 binding to a labelled peptide, TR-FRET, 1 h; inhibition, % at 20 µM; P63165; in the data active means inhibition above about 37%
Target sequence (P63165 whole entry, looked up): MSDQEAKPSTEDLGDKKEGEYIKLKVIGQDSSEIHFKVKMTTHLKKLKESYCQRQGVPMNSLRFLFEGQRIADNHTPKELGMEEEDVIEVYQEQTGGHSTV
Rpn11 block: Rpn11 (human) deubiquitinase inhibition; AID 588493; O00487; human 26S proteasome, Ub4-pepOG fluorescence polarization; 20S core pre-blocked with epoxomicin; actives 0.59% (n = 360,000); calls only at 20 µM;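 active means inhibition at 20 µM, scaled to each plate's controls, above about 33%, limit read from the data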
Scp1 inh: Scp-1 (human) phosphatase inhibition; Recombinant Scp1, phosphopeptide, malachite green phosphate absorbance; inhibition, % at 20 µM; actives 0.88% (n = 340,000); AID 493091;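 active means inhibition above about 50% at 20 µM, limit read from the data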;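 further: plate controls were DMSO wells with enzyme for no effect and wells lacking enzyme for full effect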
Target sequence (Q9GZU7 76-261 limits assumed): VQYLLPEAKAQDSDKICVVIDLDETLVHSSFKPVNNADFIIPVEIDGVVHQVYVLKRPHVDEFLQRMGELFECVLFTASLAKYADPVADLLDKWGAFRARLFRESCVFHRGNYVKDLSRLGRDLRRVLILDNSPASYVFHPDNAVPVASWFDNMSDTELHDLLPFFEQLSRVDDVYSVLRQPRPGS
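Incubation: 45 min enzyme reaction at room temperature / System: truncated SCP-1 phosphatase (76-261aa) / Reagent: Phospho 17-mer peptide substrate / Buffer or medium: Acidic Tris acetate buffer with magnesium and detergent / Signal: absorbance at 630 nm / Doses: one concentration, 20 µM, with 1.0% DMSO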
LMPTP block: blocks human LMPTP phosphatase | P24666 | recombinant LMPTP-A, OMFP fluorogenic substrate, fluorescence intensity | inhibition, % at 20 µM | actives 0.22% (n = 360,000) | AID 651560;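 active means compounds that cut the enzyme signal by at least half of the control window in the single-dose screen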;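 further: plate controls were DMSO wells with enzyme plus substrate for no effect and substrate without enzyme for full effect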
Target sequence (P24666 whole entry, looked up): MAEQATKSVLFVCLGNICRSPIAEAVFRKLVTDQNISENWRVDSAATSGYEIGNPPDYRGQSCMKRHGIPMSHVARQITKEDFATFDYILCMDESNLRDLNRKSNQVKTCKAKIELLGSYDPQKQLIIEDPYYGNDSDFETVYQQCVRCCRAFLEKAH
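test system = LMPTP-A | amount = 0.625 nM LMPTP-A final | reagent = fluorogenic phosphatase substrate OMFP at 400 µM final | incubation = 50 min at room temperature | benchmarks = no-enzyme low control, uninhibited high control | medium = Bis-Tris pH 6.0, DTT, detergent | signal = fluorescence intensity of OMFP turnover product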
CSN inh: CSN deneddylation inhibition. Q92905. inhibition, % at 12.5 µM. Purified CSN, SCF-Nedd8-OG deneddylation, fluorescence polarization. actives 0.38% (n = 360,000);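 active means pattern-corrected inhibition above about 35%, with an unprinted fluorescence ratio check between 0.5 and 1.5, limit read from the data, passing the limit was not always enough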;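 further: 0% = enzyme with substrate and 100% = substrate without enzyme; some results filed as inactive read as strong as hits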
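Schedule: reaction 90 min, room temperature / Assay system: HEK293T-derived human Csn5 enzyme / Input: Csn5 at 0.24 nM final / Measure: inhibition of Csn5 cleavage, % / Control set: substrate-only high control, full reaction low control / Technique: fluorescence polarization of the substrate / Buffer or medium: Tris/NaCl/DTT buffer, pH 7.5 / Reagent: SCFSkp2-Nedd8OG substrate at 10 nM final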
* hit, by the source's call; i = inactive; / = no result given; & = joins results of further samples.

SMILES	PABP1 MLLE inh	STEP block	NadD block	DNMT1 block	Tb MetRS inh	SUMO1-SIM PPI	Rpn11 block	Scp1 inh	LMPTP block	CSN inh
COc1cnn(-c2ccc(C)cc2)c(=O)c1SCc1ccccc1	12	2	3	2	0.8	-15	i	-3	-0.5	-3
CC(C)NC(=S)Nc1ccc(S(=O)(=O)Nc2ncccn2)cc1	3	2	3	-2	-0.9	0	i	2	-1.3	-2
CC(Sc1ncnc2sccc12)C(=O)Nc1ccc(C(N)=O)cc1 (centres undefined)	-20	-2	-7	-8	-0.2	3	i	-1	0.0	12
CCOc1ccccc1NC(=O)C(=O)NCCC1=CCCCC1	1	7	-10	2	-0.3	-1	i	-8	1.1	-6
Cc1ccc(/C=N/NC(=O)c2nnn(-c3nonc3N)c2CN(C)C)s1	11	-2	-5	8	-0.4	-7	i	2	-1.0	3
COc1ccc(-c2nnn(Cc3ccccc3)n2)cc1OC	-3	0	-3	-1	-0.3	3	i	-10	-1.8	-4
COc1ccc(OC2C(=O)N(Cc3ccc4c(c3)OCO4)C2c2sccc2C)cc1 (centres undefined)	-16	-1	-3	-4	-1.4	5	i	-11	4.1	1
COc1cc(/C=C2\CCOC2=O)cc(OC)c1OC	-8	0	-1	1	-0.9	-9	i	-13	1.1	-1
Cc1cccc(OCC(O)Cn2c(NCCCOC(C)C)nc3c2c(=O)[nH]c(=O)n3C)c1 (centres undefined)	9	-4	-3	-4	-0.2	-1	i	-5	-0.4	-2
Cc1ccc(S(=O)(=O)N(C)C)cc1NC(=O)COC(=O)CCC(=O)c1ccc(F)cc1	13	-2	-2	-1	-0.9	2	i	-8	0.2	5
CC1(Cc2ccc(Cl)cc2)C(=O)Nc2ccc(-c3cccnc3)cc21 (centres undefined)	-5	2	0	1	-0.3	4	i	/	-0.4	3
COc1ccc2[nH]c3c(c2c1)CCN1C(=O)C(CC(=O)NCc2ccco2)C[C@H](C(=O)N2CCOCC2)[C@@]31CCC1CCCC1 (some centres undefined)	-7	-3	3	-5	-0.7	-7	i	1	-3.0	4
Cc1nc(SCc2cccc(F)c2)[nH]c(=O)c1C#N	0	-1	1	3	-0.5	2	i	-8	-1.4	-4
CC(=O)Nc1ccc(S(=O)(=O)NNC(=O)NC23CC4CC(CC(C4)C2)C3)cc1	13	-1	1	-2	-0.4	-2	i	3	-0.3	3
COc1cc(/C=C2\SC(=Nc3ccccc3)NC2=O)cc(Cl)c1O	-149	0	14	3	0.3	-43	/	-11	0.3	150
CN(CC(=O)Nc1ccc(F)cc1)C(=O)CN1C(=O)c2cccc([N+](=O)[O-])c2C1=O	2	-1	-1	4	-0.3	-30	i	-6	-1.6	0
Nc1nnc(SCc2cn3cc(Cl)ccc3n2)s1	9	1	-1	3	-1.1	-1	i	-4	-0.1	2
COc1ccc(Cl)cc1NC(=O)CN1c2ccccc2CC1C (centres undefined)	8	-2	-2	-4	-0.3	1	i	-9	2.8	-1
CC(C)CC1C(=O)N(Cc2cn(CCC3OCCCO3)nn2)CCS(=O)(=O)N1Cc1ccc(-c2cccc(CO)c2)cc1 (centres undefined)	-9	0	-2	-5	-1.1	6	i	/	0.0	1
COC(=O)c1cnc2c(c1C(=O)OC)c(=O)n(C)c(=O)n2C	10	1	-6	3	-0.1	-3	i	-6	-2.4	-1
Cc1ccc(-c2nnc(NCc3nc4ccccc4[nH]3)c3ccccc23)cc1S(=O)(=O)N(C)C	-20	6	25	-7	13*	-21	i	-4	4.3	6
CC1CC(C)CN(CC(=O)N2CCCc3c2c(=O)oc2ccc(OCc4ccccc4)cc32)C1 (centres undefined)	0	1	3	-4	0.5	0	i	10	2.6	3
COC(=O)C1=C(C)NC(=O)NC1c1ccc2ccccc2c1 (centres undefined)	-13	2	0	1	-0.4	-7	i	-8	1.0	2
O=c1c2ccccc2nnn1CSc1ccc2c(c1)OCCO2	29	2	-9	-4	-0.1	-3	i	-7	-0.9	3
O=C(NCC(=O)N1CCN(c2ccc(C(F)(F)F)cn2)CC1)c1ccc(Br)o1	1	0	0	-1	-0.2	0	i	4	0.4	0
COc1ccc(-c2ccnc3[nH]n(-c4ccccc4)c(=O)c23)cc1	-72	4	-2	1	-0.8	-6	i	-10	-2.1	2
c1ccc(Cn2cc(CN3CCCCO3)c(-c3ccc4c(c3)OCO4)n2)cc1	14	-4	-4	13	-1.6	5	i	4	-0.1	-9
CC(=O)NS(=O)(=O)c1ccc(NC(=O)CC23CC4CC(CC(Br)(C4)C2)C3)cc1	-13	2	2	1	0.0	-3	i	-1	-0.4	1
O=C(NC1CCCCC1)C1CCN(C(=O)c2ccc(-c3ccccc3)cc2)CC1	-7	-1	-10	-5	-0.1	-1	i	0	-1.6	6
COc1ccc(NC(=O)n2ncc3cc(Cl)ccc32)cc1OC	7	1	-3	-7	-0.1	6	i	-10	1.8	0

One compound at a time, from the list above. Order of values: PABP1 MLLE inh	STEP block	NadD block	DNMT1 block	Tb MetRS inh	SUMO1-SIM PPI	Rpn11 block	Scp1 inh	LMPTP block	CSN inh
Listed for COc1ccc(Cl)cc1NC(=O)CN1c2ccccc2CC1C (centres undefined) = 8	-2	-2	-4	-0.3	1	i	-9	2.8	-1
Listed for CC1CC(C)CN(CC(=O)N2CCCc3c2c(=O)oc2ccc(OCc4ccccc4)cc32)C1 (centres undefined) = 0	1	3	-4	0.5	0	i	10	2.6	3

Structures shown so far that contain bromine, in the order listed:
SMILES	PABP1 MLLE inh	STEP block	NadD block	DNMT1 block	Tb MetRS inh	SUMO1-SIM PPI	Rpn11 block	Scp1 inh	LMPTP block	CSN inh
O=C(NCC(=O)N1CCN(c2ccc(C(F)(F)F)cn2)CC1)c1ccc(Br)o1	1	0	0	-1	-0.2	0	i	4	0.4	0
CC(=O)NS(=O)(=O)c1ccc(NC(=O)CC23CC4CC(CC(Br)(C4)C2)C3)cc1	-13	2	2	1	0.0	-3	i	-1	-0.4	1

Next part.
SMILES	PABP1 MLLE inh	STEP block	NadD block	DNMT1 block	Tb MetRS inh	SUMO1-SIM PPI	Rpn11 block	Scp1 inh	LMPTP block	CSN inh
O=C(COc1ccccc1Cl)Nc1ccc(Cl)cn1	-10	1	-2	3	0.1	1	i	-8	-0.5	-5
On1nnc2ccccc21	3	-1	3	0	0.6	23	i	-1	0.1	3
CC(=O)Nc1ccc(NC(=O)C2CCCN2C(=O)Nc2ccc(F)cc2)cc1 (centres undefined)	6	-2	-1	-1	0.3	0	i	-1	0.1	-5
CCOC(=O)C1CCCN(C(=O)CN2C(=O)c3ccccc3S2(=O)=O)C1 (centres undefined)	4	0	-2	3	0.0	4	i	-6	-0.9	-2
CC1Cc2ccccc2N1C(=O)CSc1nnc(N)s1 (centres undefined)	-5	-2	-1	1	-0.2	-1	i	1	-1.9	4
Cc1ccc(NC(=O)Nc2ccc([N+](=O)[O-])cc2)nc1	22	9	-2	13	0.2	-1	i	-7	3.9	-2
CCOC(=O)N1CCN(C(=O)CN(c2ccc(OCC)cc2)S(C)(=O)=O)CC1	0	0	2	2	-0.2	-2	i	-2	-2.4	0
CC(=O)N(NC(=O)c1ccc(C)cc1)C1CC(=O)N(c2ccccc2Cl)C1=O (centres undefined)	-6	-3	-8	1	-0.8	4	i	-6	-1.5	-12
Nc1c(C(=O)Nc2ccc3c(c2)OCCO3)nnn1Cc1ccc(Br)cc1	7	0	-5	5	-0.4	1	i	-7	0.1	1
CC1CCC/C(=N\NC(=O)COc2ccccc2Cl)C1 (centres undefined)	-2	-2	-5	2	-0.7	1	i	-7	-1.4	-2
N#Cc1ccc(OCC(=O)OCC(=O)Nc2sccc2C(N)=O)cc1	12	-2	-5	1	-0.5	8	i	-2	2.1	11
CC(C)Nc1nc(NC(C)C)nc(C(=O)OCCO)n1	19	0	-1	-3	0.0	0	i	6	-2.3	1
CC(C)CCN1CCN(CC(c2ccccc2)c2ccccc2)CC1CCO (centres undefined)	-7	4	-4	-3	0.9	1	i	-1	2.6	-3
Cc1nnc(NC(=O)CSc2nnc(C)c(=O)n2N)s1	-4	0	-6	1	-0.6	1	i	1	-0.8	0
COc1cccc(-n2c(SCc3cc(=O)oc4cc(O)c(O)cc34)nc3ccccc3c2=O)c1	-6	12	65*	31	0.6	2	i	32	52*	13
CCOc1ccc(OCCCC(=O)N(C)CC(=O)Nc2ccc(N3CCOCC3)cc2)cc1	2	1	-3	1	-0.6	2	i	4	-0.1	-4
Cc1cc(C(=O)CCC(=O)NCC2COc3ccccc3O2)c(C)s1 (centres undefined)	-11	1	-6	5	-0.5	5	i	-9	0.2	-6
O=C(Cn1ccc([N+](=O)[O-])n1)NCC1CCCO1 (centres undefined)	-10	-1	3	-1	-0.5	-46	i	-2	-1.1	1
Cc1c(C(=O)OCC(=O)N(C)c2ccccc2)oc2ccccc12	-3	-1	-2	-2	0.0	1	i	-10	1.6	0
Fc1cc(Br)ccc1NC(=S)Nc1ccccc1	22	0	-6	3	-0.1	-2	i	-11	3.1	-7
Cc1ccccc1OCC(O)Cn1c(=N)n(CCN2CCOCC2)c2ccccc21 (centres undefined)	-3&-1	0&-2	-8&-9	2&-2	-1.5&-0.1	0&-1	i	-4&-5	0.2&0.4	0&-1
CCn1c(=O)n(CC(=O)NCC2CCCO2)c(=O)c2c3c(sc21)CCCC3 (centres undefined)	-5	2	-6	2	0.1	1	i	-7	-0.5	2
Cc1ccc2[nH]cc(CCNC(=O)/C=C/c3ccco3)c2c1	-2	0	-7	-25	0.1	-11	i	-22	-0.5	1
NC(=O)COC(=O)c1cccc(S(=O)(=O)N2CCCc3ccccc32)c1	-6	0	8	0	1.7	2	i	-5	0.5	3
Cc1cc(C(=O)NNC(=O)c2cccs2)nn1C(C)(C)C	-8	-1	-2	1	-0.1	2	i	7	-0.4	0
Cc1nnc(Cn2cnc3c2c(=O)n(C)c(=O)n3C)o1	4	0	-3	2	-0.8	3	i	-5	-0.2	-2
CCN(CC)C(=O)[C@H]1CC(CC(=O)NCCc2ccccn2)C(=O)N2CCc3c([nH]c4ccccc34)[C@]12C (some centres undefined)	-2	0	-2	4	-0.2	-1	i	-4	-5.9	-6
CCOc1ccc(CCNC(=O)COC(=O)c2ccc(C)c(S(=O)(=O)N3CCOCC3)c2)cc1OCC	-17	2	-2	3	-0.5	-5	i	/	-1.1	3
C=CCOc1c(CNn2cn[nH]c2=S)cccc1OC	5	-1	1	1	-0.9	0	i	-3	-17	2

Bioassay records as filed in PubChem BioAssay.
